# From PubChem BioAssay
# USP10 block: inhibitors of human USP10 deubiquitinase | Q14694 | purified USP10, Ub-rhodamine fluorescence, 60 min | inhibition, % at 20 µM | hit rate 1.1% among 47,000 | AID 1645856
# UCHL1 block: blocks human UCHL1 ubiquitin-rhodamine cleavage; P09936; purified UCHL1, Ub-rhodamine cleavage fluorescence; inhibition, % at 20 µM; hit rate 0.2% among 47,000
# USP28 inh: human USP28 deubiquitinase inhibition. Q96RU2. purified USP28, Ub-rhodamine cleavage fluorescence, 30 min. inhibition, % at 25 µM. hit rate 3% among 47,000. AID 1645857
# USP7 inh: human USP7 deubiquitinase inhibition | inhibition, % at 20 µM | AID 1645854 | hit rate 0.3% among 47,000 | Q93009 | purified USP7, Ub-rhodamine cleavage fluorescence
# Target sequence (Q93009 whole entry, looked up): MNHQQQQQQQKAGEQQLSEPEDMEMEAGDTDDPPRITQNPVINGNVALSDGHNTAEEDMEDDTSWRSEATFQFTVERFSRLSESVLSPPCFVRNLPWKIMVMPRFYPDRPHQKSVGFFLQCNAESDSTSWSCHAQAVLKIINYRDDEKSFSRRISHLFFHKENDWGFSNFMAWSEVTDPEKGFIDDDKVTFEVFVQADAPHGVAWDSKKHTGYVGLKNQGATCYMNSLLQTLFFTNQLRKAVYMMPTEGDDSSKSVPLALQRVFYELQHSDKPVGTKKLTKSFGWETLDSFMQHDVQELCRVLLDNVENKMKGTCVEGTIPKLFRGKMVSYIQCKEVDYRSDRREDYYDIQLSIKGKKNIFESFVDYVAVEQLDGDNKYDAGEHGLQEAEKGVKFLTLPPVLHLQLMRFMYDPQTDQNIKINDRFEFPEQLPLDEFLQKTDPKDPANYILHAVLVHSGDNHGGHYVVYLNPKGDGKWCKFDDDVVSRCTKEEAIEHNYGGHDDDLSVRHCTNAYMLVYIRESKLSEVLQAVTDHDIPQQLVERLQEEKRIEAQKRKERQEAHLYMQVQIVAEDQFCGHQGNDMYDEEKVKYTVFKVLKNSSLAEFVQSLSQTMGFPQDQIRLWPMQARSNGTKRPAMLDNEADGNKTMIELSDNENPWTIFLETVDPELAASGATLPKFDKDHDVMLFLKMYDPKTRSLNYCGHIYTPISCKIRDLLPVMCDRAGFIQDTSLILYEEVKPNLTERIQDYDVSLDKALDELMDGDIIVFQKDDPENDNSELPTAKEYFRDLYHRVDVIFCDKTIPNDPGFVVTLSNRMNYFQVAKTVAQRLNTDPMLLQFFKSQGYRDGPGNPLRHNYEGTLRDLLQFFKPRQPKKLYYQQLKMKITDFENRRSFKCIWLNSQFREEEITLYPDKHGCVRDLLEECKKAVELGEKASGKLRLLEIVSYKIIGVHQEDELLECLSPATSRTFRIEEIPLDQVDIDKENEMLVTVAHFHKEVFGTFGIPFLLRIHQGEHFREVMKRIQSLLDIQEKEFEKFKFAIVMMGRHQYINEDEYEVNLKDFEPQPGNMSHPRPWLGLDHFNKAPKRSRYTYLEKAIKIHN
# USP8 inh: human USP8 deubiquitinase inhibition. P40818. purified USP8, Ub-rhodamine cleavage fluorescence, 30 min. inhibition, % at 20 µM. hit rate 4.2% among 47,000. AID 1645853
# USP17 block: blocks human USP17 ubiquitin-rhodamine cleavage; inhibition, % at 50 µM; hit rate 6.5% among 47,000; A8MUK1; purified USP17, Ub-rhodamine cleavage fluorescence, 3 h
# OTUD3 block: blocks human OTUD3 ubiquitin-rhodamine cleavage; Q5T2D3; purified OTUD3, Ub-rhodamine fluorescence, 2 h; inhibition, % at 25 µM; hit rate 0.7% among 47,000; AID 1645858
# USP30 inh: blocks human USP30 ubiquitin-rhodamine cleavage. Q70CQ3. purified USP30, Ub-rhodamine cleavage fluorescence. inhibition, % at 25 µM. hit rate 5.3% among 47,000. AID 1645860
# An asterisk follows results filed as active; i = inactive; · = not tested or not shown. Cut-off read from the data, not from the text of the source: active = inhibition above about 30%; inactive = the rest.
USP10 block	UCHL1 block	USP28 inh	USP7 inh	USP8 inh	USP17 block	OTUD3 block	USP30 inh	smiles
-5	0	-6	-1	-7	·	0	-16	CSCCC(NS(=O)(=O)c1ccc2c(c1)OCCO2)C(=O)NC1CCCCC1 (stereo not drawn)
0	1	10	-9	6	0	9	0	O=C(NCc1ccc(F)cc1)C1CCCN(S(=O)(=O)N2CCCCCC2)C1 (stereo not drawn)
-5	0	0	-1	5	-16	-7	-75	Cc1oc(-c2ccccc2)nc1Cn1c(=O)c2cccnc2n(-c2ccccc2)c1=O
-3	3	-8	1	14	-3	1	-29	COc1cc(C2c3[nH]c4ccccc4c3C[C@@H]3C(=O)N(Cc4ccco4)CC(=O)N23)cc(OC)c1OC (stereo partly drawn)
0	-1	0	0	5	1	-1	-2	CCC(C(=O)N1CCC2(CC1)OCCO2)N1C(=O)CCn2nc(C)cc21 (stereo not drawn)
-5	0	6	-4	29	18	8	-14	Cc1cccc(OCC(=O)N(C)Cc2cc(=O)[nH]c3ccccc23)c1C
-5	3	10	10	17	-1	-2	-4	COc1ccc(N(CC(=O)N2CCc3ccccc32)S(=O)(=O)c2ccccc2F)cc1
-8	-29	-67	-26	-27	-57	-55	-230	COCCNC(=O)c1nc(N2CCCCC2)c2c(C)cc(C)nc2n1
-13	-5	-16	-42	-26	-10	-5	-51	CC1=C[C@@H]2/C=C(\C)CCC(=O)C(=O)/C=C/C(=O)[C@]23C(=O)N[C@@H](CC(C)C)[C@@H]3[C@@H]1C
2	-2	5	0	2	-3	-2	-5	Cc1cc(=O)[nH]c(-c2cccs2)n1
-2	0	4	-2	2	4	1	-1	Cc1ccc(NC(=O)N2CCSc3ccccc32)cc1
-5	-1	-4	-3	3	-9	-6	-5	COc1ccc(NC(=O)N2CCCCCC2c2ccc(C)s2)cc1OC (stereo not drawn)
-6	0	5	3	-7	3	-11	-102	COc1ccc(CC(=O)Nc2cnc(-c3ccccc3)nc2)cc1
6	5	·	11	6	53*	-27	·	Cc1ccc2cc(NC(=O)CC(CC(=O)O)c3ccccc3)ccc2n1 (stereo not drawn)
5	1	-4	4	8	0	-1	7	COc1ccc(Cl)cc1NC(=O)CN1CCCCCC1
3	2	14	2	5	16	10	12	COc1cc2c(c(O)c1Cl)C(=O)OC(C)C2 (stereo not drawn)
4	2	39*	-76	8	19	15	27	Cc1ccc(CN2C(=O)COc3ccccc3C2=O)cc1
0	2	-1	1	6	4	0	5	Cc1[nH]ccc(=O)c1Cc1c(Cl)cccc1Cl
0	-1	-2	-38	0	7	-1	-6	O=C(O)CNC(=O)N1CCC2(CC1)C(=O)N(Cc1ccccc1)c1ccccc12
6	-1	1	-2	-10	1	-5	-27	COc1ccc(NC(=O)Cc2sc(Nc3cccc(OC)c3)nc2O)cc1
-2	-3	-2	-2	8	2	-4	0	O=C1Nc2ccccc2C2(CCN(S(=O)(=O)c3ccccn3)CC2)O1
-3	-64	-235	-73	-344	-126	-184	i	CC(Nc1nc2ccccc2nc1NS(=O)(=O)c1cc(Cl)ccc1Cl)c1ccccc1 (stereo not drawn)
3	2	-1	-10	-128	-7	0	8	O=C(COc1ccccc1[N+](=O)[O-])N1CCC(c2nc3ccccc3s2)CC1
-3	-25	-133	-30	-63	-135	-115	i	N#Cc1c2c(c3nncn3c1NCc1cccnc1)CN(Cc1ccccc1)CC2
-4	-3	-5	-1	5	0	-2	-8	COc1cc(C(=O)NCC(c2ccsc2)N2CCOCC2)cc(OC)c1OC (stereo not drawn)

# Next part, overlapping the part above by four compounds.
USP10 block	UCHL1 block	USP28 inh	USP7 inh	USP8 inh	USP17 block	OTUD3 block	USP30 inh	smiles
-3	-64	-235	-73	-344	-126	-184	i	CC(Nc1nc2ccccc2nc1NS(=O)(=O)c1cc(Cl)ccc1Cl)c1ccccc1 (stereo not drawn)
3	2	-1	-10	-128	-7	0	8	O=C(COc1ccccc1[N+](=O)[O-])N1CCC(c2nc3ccccc3s2)CC1
-3	-25	-133	-30	-63	-135	-115	i	N#Cc1c2c(c3nncn3c1NCc1cccnc1)CN(Cc1ccccc1)CC2
-4	-3	-5	-1	5	0	-2	-8	COc1cc(C(=O)NCC(c2ccsc2)N2CCOCC2)cc(OC)c1OC (stereo not drawn)
-3	-2	-1	-1	-4	-3	-7	-7	COc1ccc(CN2C[C@H]3N(c4ncccn4)CCC[C@@]3(C(=O)N(C)C)C2)cc1
-1	1	-3	2	6	-7	12	8	CNc1cccc(C2CN(C(=O)c3ccc4nc[nH]c4c3)CCO2)n1 (stereo not drawn)
-14	-7	-34	12	3	0	-14	-96	O=C(Nc1cccc(OCc2cc(=O)n3ccccc3n2)c1)Nc1ccccc1Cl
2	3	·	5	3	10	5	·	COc1cccc(-c2ocnc2C(=O)Nc2c(C)cccc2C)c1
2	2	18	3	17	-36	12	-18	CC(=O)N1C[C@@H]2C[C@@]3(C)[C@H](CCCC[C@@H]13)N2C(=O)c1cc(C)nc2onc(C)c12
-2	-1	7	4	8	22	4	26	O=C(NCc1cccs1)c1ccc(N2CCS(=O)(=O)CC2)cc1
-1	0	3	1	12	9	9	11	CCOC(=O)CN1CCC2(CCC1=O)CC(=O)c1cc(Cl)ccc1O2 (stereo not drawn)
1	3	18	-18	-3	7	12	9	Cc1ccc(Cn2c(=O)c3c(nc(N4CCCCCC4)n3C)n(C)c2=O)cc1
4	6	42*	5	-24	0	5	0	Cc1ccccc1-n1ncc(C(=O)Nc2cccc(C#N)c2)c1C1CC1
1	2	7	5	6	1	7	11	CCn1c(COC(=O)c2cccc(C)c2)nc2cc(S(=O)(=O)N3CCCCC3)ccc21
0	4	3	11	11	10	9	15	COc1nc(-c2ccccc2)ccc1-c1noc(-c2ccc([N+](=O)[O-])cc2)n1
0	3	12	3	39*	20	19	28	Cc1ccc(N2CCN(C3=NC(C(=O)Nc4ccccc4)CC(=O)N3)CC2)cc1 (stereo not drawn)
2	2	2	1	0	-3	19	9	Cc1ccc(S(=O)(=O)N2CCC3(CC2)OC(C(=O)N2CCCC2)Cn2ccnc23)cc1 (stereo not drawn)
-10	-5	-22	-16	-11	-40	-18	-135	O=C(C1CCCO1)N1CCc2nc(N3CCCCC3)[nH]c(=O)c2C1 (stereo not drawn)
1	0	14	4	12	9	7	9	Cc1ccc(C)c(C(=O)N2CC(C(=O)NC3CCCC3)C3(CCOCC3)C2)c1 (stereo not drawn)
0	4	3	0	9	-6	-1	-10	O=C(NC1CCN(Cc2ccccc2)CC1)C1CCN(c2ncccc2-n2cccc2)CC1
6	2	8	4	1	29	14	31*	CCc1cc(C(=O)c2ccc(OC)cc2)c(NC(=O)CCC(=O)O)s1
0	-2	6	0	-11	0	9	13	O=C(NCc1ccccn1)c1nnn(-c2ccc(F)cc2)c1-c1ccncc1
-1	3	1	0	-2	-19	11	1	OC1(Cn2ccc3ccncc32)CCN(Cc2ccc(F)c(F)c2)CC1
4	3	0	6	-16	-8	-3	15	CCN(CC)c1ccc(C2N(C(=O)c3ccccc3)CCN2C(=O)c2ccc(C)cc2)cc1 (stereo not drawn)
1	-1	-12	0	-17	-3	-7	0	COc1ccc(C2(C(=O)NCc3noc(C4CCCO4)n3)CCCCC2)cc1 (stereo not drawn)
-9	-32	-94	-26	-31	-72	-69	-289	CN1CCN(c2ccc3ccc(C(=O)NCCc4cccnc4)cn23)CC1
-5	-5	-22	-1	-3	51*	-10	-48	COc1ccc(CNC(=O)CCc2nc3sc4c(c3c(=O)[nH]2)CCCCC4)cc1
-15	-80	-113	-74	-69	-163	-47	-218	COc1ccc(C2c3[nH]c4ccccc4c3C[C@@H]3C(=O)N(c4ccc5c(c4)OCCO5)C(=O)N23)cc1 (stereo partly drawn)
-2	-1	7	3	-8	-3	-1	-1	Cc1cccn2cc(C(=O)NCc3ccc4c(c3)OCO4)nc12

# Random excerpt: 2 entries already listed
USP10 block	UCHL1 block	USP28 inh	USP7 inh	USP8 inh	USP17 block	OTUD3 block	USP30 inh	smiles
-5	3	10	10	17	-1	-2	-4	COc1ccc(N(CC(=O)N2CCc3ccccc32)S(=O)(=O)c2ccccc2F)cc1
-5	-1	-4	-3	3	-9	-6	-5	COc1ccc(NC(=O)N2CCCCCC2c2ccc(C)s2)cc1OC (stereo not drawn)

# More records follow.
USP10 block	UCHL1 block	USP28 inh	USP7 inh	USP8 inh	USP17 block	OTUD3 block	USP30 inh	smiles
-2	-1	-6	0	-133	-25	-8	-23	CCCS(=O)(=O)N1CC[C@H]2[C@H]1CCN2c1ccc(C)nn1
46*	9	23	17	97*	37*	16	35*	Cc1ccc(C(=O)c2cn(CC(=O)Nc3ccccc3)c3ccccc3c2=O)cc1
-4	0	-4	3	-4	-9	-3	-13	Cc1cc(C)nc(C2CCN(C(=O)c3cc4nc(C)cc(C)n4n3)C2)n1 (stereo not drawn)
1	1	0	-2	0	-5	0	-10	COc1ccc(Cn2cc(-c3nc(C4CC4)no3)ccc2=O)cc1F
1	3	10	1	0	18	5	17	COc1ccc(NC(=O)N(C2=NCCC2)c2ccc(OC)cc2)cc1
0	-1	·	-12	2	-12	1	·	CC(C)Sc1nc(SCC(=O)N2CCOCC2)c2c3c(sc2n1)COC(C)(C)C3
2	2	2	6	-28	0	3	-1	Cc1nnn2c1COCC(CNS(=O)(=O)c1cccc(F)c1)C2 (stereo not drawn)
0	-1	-3	6	3	0	-2	-10	Cc1nc(C2CCN(C(C)C)CC2)cc(N2C(=O)OCC2C)n1 (stereo not drawn)
-1	3	3	5	-198	-3	0	21	CCOc1ccccc1-c1cc(C(=O)Nc2ccc3c(c2)OCCO3)c2ccccc2n1
0	-5	-13	-11	-1	-6	-3	-1	Cc1noc(C2(NC(=O)Cc3ccccc3C)CCCCC2)n1
-15	-3	-7	-4	-2	-12	-15	-51	Clc1ccc(-c2cc3c(N4CCN(C5CCCCC5)CC4)nccn3n2)cc1
0	0	10	4	6	9	13	10	Cc1cccc(N2CCN(CCCNc3nc4ccccc4n4c(C)nnc34)CC2C)c1 (stereo not drawn)
0	-2	38*	-6	87*	80*	10	-29	Cn1c(C(=O)NCc2ccccn2)cc2c(=O)[nH]c3ccccc3c21
4	1	9	3	17	5	7	-13	Cc1ccc(NC(=O)C(C)C2CCN(C(=O)Nc3ccccc3)CC2)cc1 (stereo not drawn)
0	-2	0	0	0	9	-4	3	COc1ccc(C(=O)NCc2ccc(C(=O)Nc3ccc(F)cc3)o2)cc1

# One compound at a time, from the list above:
# Entry for Cc1ccc(NC(=O)C(C)C2CCN(C(=O)Nc3ccccc3)CC2)cc1 (stereo not drawn) = USP10 block = 4; UCHL1 block = 1; USP28 inh = 9; USP7 inh = 3; USP8 inh = 17; USP17 block = 5; OTUD3 block = 7; USP30 inh = -13
# Entry for COc1ccc(C(=O)NCc2ccc(C(=O)Nc3ccc(F)cc3)o2)cc1 = USP10 block = 0; UCHL1 block = -2; USP28 inh = 0; USP7 inh = 0; USP8 inh = 0; USP17 block = 9; OTUD3 block = -4; USP30 inh = 3
